ARNT TACC3 PPI – disrupts binding between human ARNT and TACC3; 0.66% of 390,000 active; Q9Y6A5; AlphaScreen His-ARNT PAS-B/GST-TACC3 binding, luminescence; TACC3 fragment carries E629A point mutation; inhibition, % at 9.99 µM;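 active means mean inhibition of replicates at least 50% and at least half of replicates each reaching 50%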;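 further: 0% = complete ARNT plus TACC3 wells and 100% = ARNT alone without TACC3; many hits fall short of the cut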
* marks the source's active call; other numbers are inactive results. A portion of the library. The share of hits here may be higher or lower than overall.

Screening O=C(CSc1nnnn1Cc1ccccc1)c1ccccc1 returned ARNT TACC3 PPI -3.
COC(=O)c1cn[nH]c1N was read as ARNT TACC3 PPI -6.
Screening CC(C)C1Cc2c(C#N)c(N)sc(=S)c2CO1 (stereo unspecified) returned ARNT TACC3 PPI -1.
For N#C/C(=C(\O)Cc1ccccc1)c1nc2ccccc2[nH]1 the results were ARNT TACC3 PPI -1.
Screening COC(=O)c1ccc(CCc2cc(O)ccc2O)cc1 returned ARNT TACC3 PPI 10.
For CC(=O)Nc1nc(=S)n(-c2ccccc2)[nH]1 the results were ARNT TACC3 PPI -14.
`CCc1nc2sc3ccccc3c(=O)c2c(=O)n1Cc1ccco1` gave ARNT TACC3 PPI -4.
For COc1cc(OC)cc(C(=O)N(Cc2nc(-c3cccc(C)c3)no2)C(C)C)c1 the results were ARNT TACC3 PPI 2.
`CC(C)COC(=O)Nc1nnc(SCc2ccccc2F)s1` gave ARNT TACC3 PPI 6.
Screening COc1cc2cc(CN(Cc3cccnc3)C(=O)NCc3ccccc3)c(=O)[nH]c2cc1OC returned ARNT TACC3 PPI -4.
Screening CCn1c(SCC(=O)Nc2ccccc2OC)nnc1-c1cnccn1 returned ARNT TACC3 PPI -5.
Screening COc1ccc(N2CCN(CC(O)c3c[nH]c4ccc(OC)cc34)CC2C)cc1 (stereo unspecified) returned ARNT TACC3 PPI 5.
For CCCCC(=O)Nc1cccc(-c2nc3ncccc3o2)c1 the results were ARNT TACC3 PPI 2.
For COc1cc(C)c(C(C)C)cc1S(=O)(=O)NCCCn1ccnc1 the results were ARNT TACC3 PPI 5.
Screening O=C(NCCN1CCOCC1)c1ccccc1Oc1ccccc1 returned ARNT TACC3 PPI -1.
`CC(=O)Nc1cccc(NC(=O)CSc2nnnn2C(C)C)c1` gave ARNT TACC3 PPI -18.
COc1ccc2[nH]c(O)c(NC(C)=O)c2c1 was read as ARNT TACC3 PPI -3.
For O=C(OCC(=O)N1CCN(C(=O)c2ccco2)CC1)c1cc(-c2ccc(F)cc2)nc2ccccc12 the results were ARNT TACC3 PPI 3.
`CC(C)(C)C(=O)Nc1ccc(N2CCCC2)cc1` gave ARNT TACC3 PPI 19.
`CC(C)C[C@H]1CN=C(Nc2ccccc2)N1CC1CCC(C(C)(C)C)CC1` (stereo partly specified) gave ARNT TACC3 PPI 6.
Cc1cc(NC(=O)Cn2nc(C(F)(F)F)c3c2CCC3)n(-c2ccccc2)n1 was read as ARNT TACC3 PPI -1.
c1csc(CNCCCN2CCOCC2)c1 was read as ARNT TACC3 PPI -5.
CCCOc1ccc(C(=O)Nc2ccc(N(C)C)cc2)cc1 was read as ARNT TACC3 PPI -1.
`CCOC(=O)c1ccc(NC(=O)N2CCCCC2)cc1` gave ARNT TACC3 PPI 10.
For O=C(NCCC(=O)N1CCNC1=O)OCc1ccccc1 the results were ARNT TACC3 PPI -7.
COc1cccc(NC(=O)C2c3cc(OC)c(OC)cc3C(=O)N(C)C2c2cccnc2)c1 (stereo unspecified) was read as ARNT TACC3 PPI -16.
Screening CCc1nc(SCC(=O)Nc2cc(C)on2)c2c(C)c(C)sc2n1 returned ARNT TACC3 PPI 1.
`Cc1ccc(C(=O)c2ccc([N+](=O)[O-])cc2)c(C)c1` gave ARNT TACC3 PPI 2.
Screening Cn1cnnc1SCC(=O)Nc1sc2c(c1C(N)=O)CCC2 returned ARNT TACC3 PPI 5.
`CCOc1cc(S(=O)(=O)Nc2ccccn2)ccc1F` gave ARNT TACC3 PPI -5.
CCn1ncc(Br)c1C(=O)Nc1sc2c(c1C(N)=O)CCC2 was read as ARNT TACC3 PPI -23.
O=C1OC(c2ccc(Cl)cc2)/C(=C(/O)c2ccccc2)C1=O (stereo unspecified) was read as ARNT TACC3 PPI 3.
`O=C(CSc1nnnn1-c1ccccc1)Nc1nsc(-c2ccc(Cl)cc2)n1` gave ARNT TACC3 PPI -8.
Screening Cc1nnc(NC(=O)CSc2nccn2C)s1 returned ARNT TACC3 PPI 3.
Screening O=C(NC1C(=O)NNC1c1ccccc1)c1ccccc1 (stereo unspecified) returned ARNT TACC3 PPI 7.
Cc1ccccc1CCNC(=O)C1CCN(S(=O)(=O)c2ccc(-n3cnnn3)cc2)CC1 was read as ARNT TACC3 PPI 1.
Cc1ccsc1/C=C1\SC(N)=NC1=O was read as ARNT TACC3 PPI 4.
Screening CCC(C)(C)n1nnnc1C(c1ccc(N(C)C)cc1)N1CCN(C2CCCCC2)CC1 (stereo unspecified) returned ARNT TACC3 PPI -2.
For c1cncc(-c2nnc3n2C2(CCCCC2)Cc2ccccc2-3)c1 the results were ARNT TACC3 PPI -28.
CC(O)(CS(=O)(=O)Cc1ccccc1Cl)C(=O)Nc1cccc(C(F)(F)F)c1 (stereo unspecified) was read as ARNT TACC3 PPI -1.
For Nc1nc2ccc(Oc3ccccc3)cc2s1 the results were ARNT TACC3 PPI 1.
COc1ccc(CCNC(=O)CSc2nc3cc(Cl)ccc3o2)cc1OC was read as ARNT TACC3 PPI -7.
For COc1cccc(CNC(=O)c2ccc(S(=O)(=O)N3CCCC3)cc2)c1 the results were ARNT TACC3 PPI -13.
Screening CCOc1ccc(C2=Nn3cnnc3SC2)cc1 returned ARNT TACC3 PPI -7.
`Cc1sc(NC(=O)c2ccccc2)c(C(=O)NCCN(C)C)c1C` gave ARNT TACC3 PPI -5.
Screening COc1ccccc1[C@H]1C(c2ccccc2)=NN(c2ccccc2)[C@@H]1CO returned ARNT TACC3 PPI -9.
For CC(=O)Oc1ccc2c(c1)Oc1cc(OC(C)=O)ccc1C21OC(=O)c2ccccc21 the results were ARNT TACC3 PPI 0.
Screening COCc1nnc(NC(=O)c2cc(Cl)ccc2OC)s1 returned ARNT TACC3 PPI -6.
For O=C(O)c1ccc(Cl)c(NC(=O)C2CCCN2S(=O)(=O)c2cccc3nsnc23)c1 (stereo unspecified) the results were ARNT TACC3 PPI -5.
Screening Cc1nc(NC(=O)c2ccccc2)sc1-c1csc(NCc2ccco2)n1 returned ARNT TACC3 PPI -3.
`CCOC(=O)c1c(C)nc2sc3c(c2c1-c1ccc(OC)cc1)NC(c1ccccc1)NC3=O` (stereo unspecified) gave ARNT TACC3 PPI -4.
Screening COC(=O)c1[nH]c2ccc(F)cc2c1NS(=O)(=O)c1ccc(OC)cc1OC returned ARNT TACC3 PPI 4.
For Cc1cc(C(=O)CC#N)c(C)n1-c1ccc(OC(F)F)cc1 the results were ARNT TACC3 PPI 6.
O=C(NNC(=O)c1cccnc1)Nc1ccccc1 was read as ARNT TACC3 PPI -4.
Screening Cc1ccc(S(=O)(=O)NCC(=O)N(CC(=O)NCc2ccccc2)CC2CCCO2)cc1 (stereo unspecified) returned ARNT TACC3 PPI 17.
For CCCC(C(=O)NC1CCCC1)N(Cc1ccc2c(c1)OCO2)C(=O)c1snc(C(N)=O)c1N (stereo unspecified) the results were ARNT TACC3 PPI -6.
CCOC(=O)Cc1cnc(NC(=O)Cn2nnc(-c3ccc(OCC)cc3)n2)s1 was read as ARNT TACC3 PPI -3.
`CCOc1cc(-c2nnc(-c3ccco3)o2)cc(OCC)c1OCC` gave ARNT TACC3 PPI -6.
Screening Cn1c(=O)c2c(SCC(=O)N3CCCC3)nc(-c3ccccc3)nc2n(C)c1=O returned ARNT TACC3 PPI -3.
CCOc1ccccc1NC(=O)N1CCCC1C(=O)Nc1ccc(NC(C)=O)cc1 (stereo unspecified) was read as ARNT TACC3 PPI -4.
COc1ccc(-c2[nH]ncc2Oc2ccccc2OC)c(O)c1 was read as ARNT TACC3 PPI 0.
CN(C)C(CNC(=O)c1cccc(S(=O)(=O)N(C)C)c1)c1ccccc1 (stereo unspecified) was read as ARNT TACC3 PPI -4.
`C=CCn1c(C)cc(C(=O)COC(=O)C2CC(=O)N(Cc3ccccc3)C2)c1C` (stereo unspecified) gave ARNT TACC3 PPI -5.
`O=C(Nc1ccc2c(c1)OCCO2)C1CCN(S(=O)(=O)c2cccs2)CC1` gave ARNT TACC3 PPI 4.
CCC(C)C(NC(=O)C(C)NC(=O)CNC(=O)CNC(=O)OCc1ccccc1)C(=O)OC (stereo unspecified) was read as ARNT TACC3 PPI 0.
Screening Cc1ccccc1C(=O)NC(=S)Nc1ccc(Oc2ccc(Cl)cc2)cc1 returned ARNT TACC3 PPI -4.
For CCCCN(CC)CCNS(=O)(=O)c1ccc2c(c1)oc(=O)n2C the results were ARNT TACC3 PPI -6.
For O=C(c1cccc(S(=O)(=O)N2CCCC2)c1)c1cccc(S(=O)(=O)N2CCCC2)c1 the results were ARNT TACC3 PPI 5.
Screening CCN(CC)S(=O)(=O)N1CCC(C(=O)NC2CCCC2)CC1 returned ARNT TACC3 PPI -1.
For NS(=O)(=O)c1cc(C(=O)N2CCc3ccccc32)c(Cl)cc1Cl the results were ARNT TACC3 PPI -5.
`COc1cccc(-c2[nH]nc3c2C(c2ccoc2)C(C#N)=C(N)O3)c1` (stereo unspecified) gave ARNT TACC3 PPI 5.
`COC(=O)c1ccc(NC(=S)NC2CCCCC2)cc1` gave ARNT TACC3 PPI -5.
`CCOC(=O)c1nc(C)n(-c2ccc(Cl)cc2)n1` gave ARNT TACC3 PPI -6.
Screening COc1cccc(/C=N/NC(=O)C(=O)N2CCCC2)c1OC returned ARNT TACC3 PPI -3.
COc1ccc(/C=C2/C(=O)N=C3SCCN32)cc1 was read as ARNT TACC3 PPI 5.

For convenience, 13 of the compounds above.
`C=CCn1c(C)cc(C(=O)COC(=O)C2CC(=O)N(Cc3ccccc3)C2)c1C` (stereo unspecified) gave ARNT TACC3 PPI -5.
`O=C(Nc1ccc2c(c1)OCCO2)C1CCN(S(=O)(=O)c2cccs2)CC1` gave ARNT TACC3 PPI 4.
CCC(C)C(NC(=O)C(C)NC(=O)CNC(=O)CNC(=O)OCc1ccccc1)C(=O)OC (stereo unspecified) was read as ARNT TACC3 PPI 0.
Screening Cc1ccccc1C(=O)NC(=S)Nc1ccc(Oc2ccc(Cl)cc2)cc1 returned ARNT TACC3 PPI -4.
For CCCCN(CC)CCNS(=O)(=O)c1ccc2c(c1)oc(=O)n2C the results were ARNT TACC3 PPI -6.
For O=C(c1cccc(S(=O)(=O)N2CCCC2)c1)c1cccc(S(=O)(=O)N2CCCC2)c1 the results were ARNT TACC3 PPI 5.
Screening CCN(CC)S(=O)(=O)N1CCC(C(=O)NC2CCCC2)CC1 returned ARNT TACC3 PPI -1.
For NS(=O)(=O)c1cc(C(=O)N2CCc3ccccc32)c(Cl)cc1Cl the results were ARNT TACC3 PPI -5.
`COc1cccc(-c2[nH]nc3c2C(c2ccoc2)C(C#N)=C(N)O3)c1` (stereo unspecified) gave ARNT TACC3 PPI 5.
`COC(=O)c1ccc(NC(=S)NC2CCCCC2)cc1` gave ARNT TACC3 PPI -5.
`CCOC(=O)c1nc(C)n(-c2ccc(Cl)cc2)n1` gave ARNT TACC3 PPI -6.
Screening COc1cccc(/C=N/NC(=O)C(=O)N2CCCC2)c1OC returned ARNT TACC3 PPI -3.
COc1ccc(/C=C2/C(=O)N=C3SCCN32)cc1 was read as ARNT TACC3 PPI 5.

Additional structures:
Screening CCS(=O)(=O)N1CCN(C(=O)c2cccc(OC)c2)CC1 returned ARNT TACC3 PPI -4.
COc1ccc(CNC(=S)Nc2cccc(C)c2)cc1 was read as ARNT TACC3 PPI 0.
`CCC(=O)Nc1nc(C)c(Oc2ccccc2)c(=O)[nH]1` gave ARNT TACC3 PPI -3.
CC(=O)c1cccc(NC(=O)c2oc(C)nc2C)c1 was read as ARNT TACC3 PPI -4.
Screening O=C1c2ccccc2C(=O)N1CSc1nnnn1-c1ccccc1 returned ARNT TACC3 PPI -9.
Cc1cc(C)nc(NS(=O)(=O)c2ccc(NC(=O)c3cc4c(=O)n5cccc(C)c5nc4n3C)cc2)n1 was read as ARNT TACC3 PPI -3.
Screening CC(C)C(c1nnnn1Cc1ccccc1)N1CCN(Cc2ccc3c(c2)OCO3)CC1 (stereo unspecified) returned ARNT TACC3 PPI -15.
Screening Cc1cc(NC(=O)CN2CC(C)OC(C)C2)n(-c2nc3ccccc3s2)n1 (stereo unspecified) returned ARNT TACC3 PPI -5.
`O=c1[nH]c2ccccc2n1CCCSCCCn1c(=O)[nH]c2ccccc21` gave ARNT TACC3 PPI -19.
`Cc1ccc2c(CN3CCN(S(=O)(=O)c4ccc5c(c4)OCCO5)CC3)cc(=O)oc2c1C` gave ARNT TACC3 PPI -1.
Cc1ccc2nc(NC(=O)CN(C)S(=O)(=O)c3ccc(Br)s3)sc2c1 was read as ARNT TACC3 PPI 1.
Screening Nn1cc(-c2ccccc2)nc1SCC(=O)NCCN1C(=O)CSC1=O returned ARNT TACC3 PPI 2.
For Cc1c(C(=O)O)nnn1-c1ccccc1 the results were ARNT TACC3 PPI 1.
COc1cc(SC)ccc1C(=O)N(C)Cc1ccccc1 was read as ARNT TACC3 PPI 1.
Screening O=[N+]([O-])c1cn(Cc2ccc(Cl)cc2)cn1 returned ARNT TACC3 PPI -3.
For COc1ccc(NC(=O)CSc2nccn2-c2cccc(OC)c2)cc1 the results were ARNT TACC3 PPI 22.
CC(NS(=O)(=O)c1ccccc1)C1COc2ccccc2O1 (stereo unspecified) was read as ARNT TACC3 PPI -3.
`CCCCOC(=O)n1c(SCC(=O)N(C)C)nc2ccccc21` gave ARNT TACC3 PPI 25.
c1ccc(C(c2c[nH]c3ccccc23)c2c[nH]c3ccccc23)nc1 was read as ARNT TACC3 PPI 8.
Screening COC(=O)[C@@H](NC(=O)NCc1ccccc1Cl)C(C)C returned ARNT TACC3 PPI -1.
`COC(=O)C1CCCN1C(=O)c1cccs1` (stereo unspecified) gave ARNT TACC3 PPI 16.
Cc1c(NC(=O)Nc2ccc(Cl)cc2)c(=O)n(-c2ccccc2)n1C was read as ARNT TACC3 PPI 3.
`COc1cccc(NC(=O)CSc2nnc(CN3CCOCC3)n2C)c1` gave ARNT TACC3 PPI 0.
`CC(C)(C)C(=O)N1CCc2cc(-c3csc(N)n3)ccc21` gave ARNT TACC3 PPI -2.
Clc1ccc(Cl)c(-c2nn3c(COc4ccccc4)nnc3s2)c1 was read as ARNT TACC3 PPI 7.
For CCN(c1ccccc1)S(=O)(=O)c1ccc(NC(=S)NC(=O)c2cccs2)cc1 the results were ARNT TACC3 PPI -4.
For CCOc1ccc(NC(=O)CN2CCN(CC(=O)Nc3ccc4c(c3)OCO4)CC2)cc1 the results were ARNT TACC3 PPI -8.
CN(CCO)Cc1csc2ccc(Br)cc12 was read as ARNT TACC3 PPI -10.
